Assay outcomes from PubChem.
VCAM1 TNFa inh: reduces TNF alpha induced VCAM1 expression in HUVEC; hit rate 0.48% among 95,000; inhibition, % at 2 µM; HUVEC TNFa-induced VCAM-1 immunofluorescence, high-content imaging;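 active = inhibition above the batch mean plus 3 SD, with images confirmed as a hit by eye, cut at about 37% in these data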;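 note: 0% = TNF-stimulated DMSO wells and 100% = unstimulated control wells; not every result past the cut was called active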
LYP inh 2: inhibitors of human LYP (PTPN22) phosphatase; inhibition, % at 2 µM; Q9Y2R2; hit rate 0.21% among 96,000; recombinant LYP catalytic domain, DiFMUP fluorescence;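 active = inhibition at 2 µM at or above a set limit, the screen mean plus 3 SD, cut at about 24% in these data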;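 note: 0% = DMSO with enzyme and 100% = enzyme fully blocked by orthovanadate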
LYP act: increases human PTPN22 phosphatase activity; hit rate 0.11% among 96,000; activation, % at 2 µM; recombinant LYP, DiFMUP fluorescence; 0 = plate median, 100 = signal doubled; Q9Y2R2;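 active = activation at 2 µM above a set limit, the mean plus 5 SD, cut at about 37% in these data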
FAK blocker: FAK (human) kinase inhibition; inhibition, %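 (tested at 7 µM)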; AID 727; hit rate 0.84% among 97,000; biochemical FAK kinase activity assay; in the data active = inhibition above about 19%;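 note: 0% = DMSO and 100% = reference compound high control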
ERa coact inh: blocks coactivator binding to human estrogen receptor alpha | P03372 | TR-FRET ER-alpha LBD / SRC-1 peptide, estradiol-bound | inhibition, % at 25.6 µM | hit rate 1.7% among 86,000 | AID 629; in the data active = inhibition above about 50%;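 note: 0% = receptor plus peptide control and 100% = peptide only without receptor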
Target sequence (P03372 whole entry, looked up, the tested form may be a part): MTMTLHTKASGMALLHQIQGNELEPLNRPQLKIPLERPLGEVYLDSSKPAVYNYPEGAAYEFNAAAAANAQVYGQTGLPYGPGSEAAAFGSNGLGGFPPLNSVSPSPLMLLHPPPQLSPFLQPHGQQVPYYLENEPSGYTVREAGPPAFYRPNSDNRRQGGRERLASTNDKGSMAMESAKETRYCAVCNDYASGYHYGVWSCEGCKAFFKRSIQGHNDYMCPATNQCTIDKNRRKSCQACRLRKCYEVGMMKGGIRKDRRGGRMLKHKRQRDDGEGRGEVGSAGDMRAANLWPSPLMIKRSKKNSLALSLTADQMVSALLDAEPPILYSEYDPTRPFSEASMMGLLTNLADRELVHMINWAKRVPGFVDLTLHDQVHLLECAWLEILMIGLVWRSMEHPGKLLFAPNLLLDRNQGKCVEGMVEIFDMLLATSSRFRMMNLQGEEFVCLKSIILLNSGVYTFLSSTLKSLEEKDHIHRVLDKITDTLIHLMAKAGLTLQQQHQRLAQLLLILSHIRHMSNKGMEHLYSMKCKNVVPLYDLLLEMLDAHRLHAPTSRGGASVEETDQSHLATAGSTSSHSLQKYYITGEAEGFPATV
PTK2B oligo ant: Pyk2 (human) oligomerization antagonism | hit rate 0.83% among 99,000 | Q14289 | z-score (the deposit names both 25 µM and 10 µM) | AID 1347419 | Q293 cells, Pyk2 FERM NanoBiT luminescence; hits give low values;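 active = Z-score of -3 or lower, scaled per plate to the spread of control and sample wells; inactive = z-score above -3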;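 note: negative z-score means lost luminescence so less FERM oligomerization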
IL1B cytotox: toxic to HUVEC cells under IL-1B stimulation. HUVEC cell count loss, Hoechst imaging, IL-1B stimulated. cell count reduction, % at 2 µM. hit rate 0.41% among 94,000;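 active = cell count reduction more than 3 SD above the screen-wide mean, cut at about 70% in these data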;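 note: normalized per plate to untreated control cells as the no-loss baseline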
cytoskel mod: alters cytoskeleton assembly in HUVEC cells | inhibition, % at 2 µM | AID 836 | hit rate 0.18% among 91,000 | HUVEC TNFa F-actin phalloidin imaging, high content;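 active = inhibition above the batch mean plus 3 SD and confirmed as a hit by visual image inspection, cut at about 30% in these data, passing the limit was not always enough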; note: strong numbers were not always called active
HUVEC tox TNFa: HUVEC cytotoxicity counter-screen, TNF alpha stimulated. hit rate 0.17% among 93,000. HUVEC TNFalpha-stimulated, Hoechst cell count, imaging. cell count reduction, % at 2 µM;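 active = cell count reduction exceeding the screen mean by over 5 SD, scaled to untreated wells per plate, cut at about 78% in these data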;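 note: cells counted after 24 h of TNF alpha exposure following the 1 h pretreatment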
An asterisk follows results filed as active; / = not tested or not shown; [ ] = dose if it differs, or a comment.

SMILES	VCAM1 TNFa inh	LYP inh 2	LYP act	FAK blocker	ERa coact inh	PTK2B oligo ant	IL1B cytotox	cytoskel mod	HUVEC tox TNFa
Cc1cc(NC(=O)CSc2nnc(-c3cccnc3)n2C)no1	-12	10	-12	-2	-7	0.44	-1	-10	39
COc1ccc(NC(=O)CSc2nnc(-c3ccccc3C)n2N)cc1	21	-19	15	-1	-29	-0.35	-13	-14	-7
COc1cc(CN2CC(C)OC(C)C2)cc(OC)c1 (configuration not stated)	-5	-8	5	-6	-6	-0.1	-8	-21	0
CCCCCCC(=O)NN1CCN(C)CC1	5	-3	2	0	/	1.1	-9	-16	5
CC(NC(=O)C(=O)NN=C1CCCCCCCCCCC1)c1ccccc1 (configuration not stated)	-5	3	1	-1	/	0.35	-54	1	-8
CCOC(=O)N1CCN(C(=O)c2ccc3c(c2)sc2nc(-c4ccc(OC)cc4)cn23)CC1	4	-6	6	1	/	1.1	-19	-14	-30
Cn1c(SCC(=O)N2CCCCC2)nnc1-c1ccc(S(=O)(=O)N2CCOCC2)cc1	-1	-2	1	4	3[fluorescence artefact?]	-0.1	-4	-29	-8
O=C1CCC(=O)N1CN(C(=O)c1ccco1)c1ccc(Cl)c(Cl)c1	/	-12	9	0	4	0.01	-19	/	/
Cc1cc(SCC(N)=O)nc(SCC(=O)c2ccccc2)n1	2	-10	15	-1	-6	0.12	0	21	-4
Cc1cc(N(C)C)c(C#N)c(NCc2ccccc2)n1	1	-5	3	5	-1	-0.62	15	-12	10
CCOC(=O)CNC(=O)c1cn(C)c(=O)c2cc(OC)c(OC)cc12	-3	-6	4	-3	-3	-0.07	-1	9	-8
CCc1ccc(NC(=O)Nc2ccc3c(c2)N(C)C(=O)CS3)cc1	7	0	-1	17	-3	/	-1	-6	-22
CC(=O)NC1=NC(=O)CS1	-2	-2	1	0	/	0.9	3	2	-30
CCOC(=O)CSc1nc(C)cc(=O)[nH]1	-4	-6	5	-1	-9	-0.26	40	-5	-9
CCC(=O)N1CCc2cc(OC)c(OC)cc2C1COc1ccc(C(=O)OC)cc1 (configuration not stated)	-7	-5	9	0	-11	-1.3	-21	0	-7
COc1ccc(Cl)cc1NC(=O)c1cccnc1	-10	-7	5	3	-2	0.68	-27	24	-26
O=C(CSc1ccccc1Cl)N1CCC(c2nc3ccccc3s2)CC1	-6	8	-5	3	/	0	-15	-6	9
Cc1nn(Cc2nc(-c3cccs3)no2)c(C)c1Br	9	-15	14	1	0	/	-4	-17	-1
NC(=O)C1(N2CCCCC2)CCN(C(=O)c2ccccc2)CC1	21	-10	7	-6	8	/	-13	-3	-55
COc1cccc(-c2nnc(NC(=O)c3ccc(S(=O)(=O)N4CC(C)OC(C)C4)cc3)o2)c1 (configuration not stated)	-4	10	-11	9	/	-4.1*	3	/	7
O=C(Nc1ccccc1)NC1CCN(Cc2nnnn2C2CCCCC2)CC1	11	-1	-1	-2	-7	-0.25	43	2	-24
COc1ccc(/C=C/C(=O)Oc2cccc(/C=N/NC(=O)c3cccc(F)c3)c2)cc1	13	1	2	5	/	0.94	-21	-8	13
O=S(=O)(NCc1cn2ccccc2n1)c1cc(F)ccc1F	-5	6	-2	-7	2	2.4	11	25	-8
COc1ccc(CCNc2nc(C)nc3c2oc2ccccc23)cc1OC	-2	-7	6	-1	-3	0.63	-5	4	-5
Cc1ccc(N(CC(=O)NC2CCCC2)C(=O)c2c(C)noc2C)cc1C	8	-3	4	-8	4	0.04	4	-6	-13

Profiles, looked up by structure. Values in the order: VCAM1 TNFa inh	LYP inh 2	LYP act	FAK blocker	ERa coact inh	PTK2B oligo ant	IL1B cytotox	cytoskel mod	HUVEC tox TNFa
CCOC(=O)CSc1nc(C)cc(=O)[nH]1 is entered as -4	-6	5	-1	-9	-0.26	40	-5	-9
COc1cccc(-c2nnc(NC(=O)c3ccc(S(=O)(=O)N4CC(C)OC(C)C4)cc3)o2)c1 (configuration not stated) is entered as -4	10	-11	9	/	-4.1*	3	/	7
COc1ccc(/C=C/C(=O)Oc2cccc(/C=N/NC(=O)c3cccc(F)c3)c2)cc1 is entered as 13	1	2	5	/	0.94	-21	-8	13

Next part
SMILES	VCAM1 TNFa inh	LYP inh 2	LYP act	FAK blocker	ERa coact inh	PTK2B oligo ant	IL1B cytotox	cytoskel mod	HUVEC tox TNFa
CCOC(=O)c1sc2cccc(Cl)c2c1N	26	-2	2	3	-9	1.4	2	-16	-5
COc1ccccc1N(CC(=O)N1CCCCCC1)S(C)(=O)=O	8	4	-2	-2	24	0.38	-2	-4	-3
O=C(c1ccc(N2CCCC2=O)cc1)N1CCCCCC1	-7	2	-4	4	-3	0.54	-7	15	-34
CCOc1ccc(-c2noc(CCC(=O)O)n2)cc1	14	2	-2	2	-4	/	-22	-2	-20
CC(C)(C)C(=O)Oc1cc(N)n(S(=O)(=O)c2ccc(F)cc2)n1	18	-16	15	3	8[fluorescence artefact?]	0.17	-90	-29	-16
Cc1ccc(C(=O)Nc2ccc(O)cc2C(=O)O)cc1C	-3	23	-20	0	11[fluorescence artefact?]	0.9	8	/	4
O=C(CSc1nnc(-c2cccnc2)n1Cc1ccco1)c1ccc(Br)cc1	11	11	-12	3	10	0.29	-8	13	-15
CCCc1nc(N2CCOCC2)c2sc(=S)n(-c3ccccc3)c2n1	15	10	-12	0	/	/	-33	10	-26
CC(C)CC(C(=O)NC1CCCC1)N(Cc1cccs1)C(=O)c1snc(C(N)=O)c1N (configuration not stated)	-20	-5	2	3	-7	-2.1	-18	-15	18
CCOC(=O)c1cc2c(ccn2C)n1CC(=O)N1CCN(c2cccc(C(F)(F)F)c2)CC1	7	-2	4	-1	-90[fluorescence artefact?]	-0.56	-6	-13	-8
Cc1cc2ncn(C3CC(=O)N(Cc4ccc(N5CCCC5=O)cc4)C3=O)c2cc1C (configuration not stated)	-2	5	-7	6	/	/	24	8	-5
CCOC(=O)c1c(NC(=O)c2cc(CC(C)C)on2)sc(C(C)=O)c1C	4	-1	1	-6	-10	/	-48	-1	-11
Cc1nn(Cc2ccccc2Cl)c(C)c1NC(=O)NC12CC3CC(CC(C3)C1)C2	26	-4	7	-3	/	-2.9	-3	7	-10
Cc1ccc2cc(CN(CCO)Cc3nnnn3Cc3ccc(F)cc3)c(=O)[nH]c2c1	8	8	-9	-2	-25	0.1	-78	/	-21
Cc1ccc2c3c1C(=O)C(=O)N3C(C)(C)CC2C (configuration not stated)	26	-9	12	3	/	-0.14	-16	-3	-3
CC1=[N+]([O-])C(C)(C)C(C)N(O)C1=O (configuration not stated)	-14	0	2	5	-3	0.12	25	0	-1
CCN(C(=O)CSc1ncccc1C(=O)OC(C)C)c1cccc(C)c1	11	1	-2	0	0	-0.78	-2	0	-16
OC(CN1c2ccccc2Sc2ccccc21)Cn1nnc2ccccc21 (configuration not stated)	23	-3	1	3	-11	-1.3	-1	13	-1
CN(C)c1ccc(CNc2ncc(Br)cc2Br)cc1	13	-2	3	3	-3	-2.2	-10	12	-19
Cc1cc2c(=O)[nH]cnc2s1	-6	3	-1	-1	8[fluorescence artefact?]	1.5	0	-14	-10
C=CCc1c(C)nc(C)nc1N/N=C/c1ccccc1	35	-7	10	-2	1	1.1	-80	-18	6
O=C(Nc1ccc(F)cc1)N1CCN(c2nc3ccccc3s2)CC1	2	-13	10	2	-1	-0.97	2	-46	-15
COc1cc2nc(NC(=O)c3ccc(Cl)cc3)[nH]c(=O)c2cc1OC	-10	-6	4	1	22	0.04	5	6	8
CN(CC(=O)N1CCCc2c1c(=O)oc1ccc(O)cc21)Cc1ccccc1	4	-4	-4	1	-8	-0.45	-29	-1	5
COC(=O)c1ccccc1NC(=O)CN1CCC(n2nnc3cc(F)ccc32)CC1	11	-1	-2	-2	4	-0.02	-1	6	-16
Following part.
SMILES	VCAM1 TNFa inh	LYP inh 2	LYP act	FAK blocker	ERa coact inh	PTK2B oligo ant	IL1B cytotox	cytoskel mod	HUVEC tox TNFa
COC(Cc1n[nH]c(=S)n1-c1ccc(Cl)cc1)OC	2	-1	3	-2	/	0.92	-18	-29	-4
CC1(C)NC(=O)N(CCOCCSc2ccccc2)C1=O	-2	3	-10	3	3	0.41	-20	-13	-17
Cc1cccc(NC(=O)Cn2nnc(-c3ccc(CN4CCCC4)cc3)n2)c1C	15	10	-11	2	11	0.32	0	-5	-18
CC1CCc2c(C(=O)Oc3cccc(-n4cnnn4)c3)csc2C1 (configuration not stated)	-22	8	-11	0	-4	0.63	-19	-9	-22
Fc1cccc(Cl)c1Cn1nnc2c(NCc3ccccn3)ncnc21	6	-21	26	3	-7	1.4	19	8	8
Cc1nn(-c2ccc(F)cc2F)c2c1-c1nc(N3CCCC3)ncc1CC2	0	-9	10	3	23[fluorescence artefact?]	-1.4	-19	-10	-7
O=C(CSc1nnc(-c2cccnc2)n1Cc1ccco1)c1ccc2ccccc2c1	1	1	-3	2	13	1	-22	-3	-10
O=C(Cn1c(SCC(=O)N2CCCc3ccccc32)nc2ccccc21)N1CCCC1	12	9	-10	-2	5	-0.22	-203	2	-3
Cn1c(COc2ccccc2)nnc1SCc1cc(=O)[nH]c2ccccc12	-2	-7	5	2	/	-0.12	-1	3	1

Pulled by structure from above, five records:
SMILES	VCAM1 TNFa inh	LYP inh 2	LYP act	FAK blocker	ERa coact inh	PTK2B oligo ant	IL1B cytotox	cytoskel mod	HUVEC tox TNFa
O=C(CSc1nnc(-c2cccnc2)n1Cc1ccco1)c1ccc2ccccc2c1	1	1	-3	2	13	1	-22	-3	-10
Fc1cccc(Cl)c1Cn1nnc2c(NCc3ccccn3)ncnc21	6	-21	26	3	-7	1.4	19	8	8
Cc1nn(-c2ccc(F)cc2F)c2c1-c1nc(N3CCCC3)ncc1CC2	0	-9	10	3	23[fluorescence artefact?]	-1.4	-19	-10	-7
O=C(Cn1c(SCC(=O)N2CCCc3ccccc32)nc2ccccc21)N1CCCC1	12	9	-10	-2	5	-0.22	-203	2	-3
COC(Cc1n[nH]c(=S)n1-c1ccc(Cl)cc1)OC	2	-1	3	-2	/	0.92	-18	-29	-4
